# High-throughput results (PubChem BioAssay)
# Vif-A3F inh = qHTS for Inhibitors of Vif-A3F Interactions: qHTS; 390,000 tested, 0.2% active; HeLa A3F-eYFP + Vif (tagged APOBEC3F with the HIV-1 protein that degrades it), YFP fluorescence increase; Potency, µM (doses to about 46.1 µM), for the others: at the top dose activity, negative = active; note: potency is the fitted concentration of half-maximal effect; % of control where 0% means no effect; nearly all actives have a fitted effect of over 65% in size
#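 HeLa cells stably expressing Vif plus C-terminally eYFP-tagged A3F were seeded, incubated overnight at 37 deg C, dosed with compound, incubated overnight again at 37 deg C. Yellow fluorescence (Ex 488/Em 500-530) reported blocked Vif-mediated A3F-eYFP degradation.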
# D2 PAM = HTS Assay for Positive Allosteric Modulators of the Human D2 Dopamine Receptor: Primary Screen for Potentiators; D(2) dopamine receptor (Homo sapiens), P14416; HEK293 T-REx D2, calcium flux, EC20 dopamine potentiation; potentiation, % at 10 µM; 340,000 tested, 0.34% active; AID 485347, 2010;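 active = potentiation over 3 SD above the plate norm, cut at about 30% in these data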; note: 0% is about no effect
# Target sequence (P14416 whole entry, looked up): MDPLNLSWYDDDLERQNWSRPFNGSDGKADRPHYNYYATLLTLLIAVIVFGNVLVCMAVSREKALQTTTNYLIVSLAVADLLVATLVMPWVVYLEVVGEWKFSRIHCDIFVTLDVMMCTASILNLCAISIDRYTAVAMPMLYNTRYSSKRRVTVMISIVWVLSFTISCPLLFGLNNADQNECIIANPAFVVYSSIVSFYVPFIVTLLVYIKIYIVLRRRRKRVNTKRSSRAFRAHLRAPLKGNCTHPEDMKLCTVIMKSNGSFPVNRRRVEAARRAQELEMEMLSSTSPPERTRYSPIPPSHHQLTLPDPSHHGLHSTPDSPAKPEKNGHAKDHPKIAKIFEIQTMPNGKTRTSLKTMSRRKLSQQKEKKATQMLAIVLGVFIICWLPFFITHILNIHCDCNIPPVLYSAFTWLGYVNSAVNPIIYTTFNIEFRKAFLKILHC
#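 Tetracycline-induced HEK293 T-REx cells force-coupled to calcium signalling expressed D2; compounds were pin-added after a 10 s baseline, read kinetically 180 s, then an EC20 dopamine challenge followed with a further 180 s calcium read.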
# D1 potentiator = Potentiators of Human D1 Dopamine Receptor: qHTS. D(1A) dopamine receptor (Homo sapiens), P21728. HEK293 TREx D1 cells, calcium flux, dopamine EC20 potentiation. potentiation, % at 10 µM. 360,000 tested, 0.036% active. AID 504651, 2011; in the data active = potentiation above about 30%; note: 0% is about no effect
# RXFP1 antagonist = qHTS Assay for Antagonists of the Relaxin Receptor RXFP1; 350,000 tested, 0.59% active; HEK293-RXFP1, relaxin-stimulated cAMP HTRF, 30 min; stronger effect = lower value; Relaxin receptor 1 (Homo sapiens), Q9HBX9; activity change, negative = inhibition, % at 57.5 µM;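 active = activity change of -60% or lower, but not beyond a set lower limit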; note: % is set by controls: 0 for no effect and ±100 for the full control effect
# Vif-A3G inh = qHTS for Inhibitors of Vif-A3G Interactions: qHTS; DNA dC->dU-editing enzyme APOBEC-3G (Homo sapiens), Q9HC16; HeLa A3G-eYFP + Vif (tagged APOBEC3G with the HIV-1 protein that degrades it), YFP fluorescence, overnight; Potency, µM (titrated, usually from 46.1 µM), for the others: at the highest dose activity, negative = active, most hits filed as inhibitors; 410,000 tested, 0.076% active; AID 602310, 2012;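 note: potency is the fitted concentration of half-maximal effect; % is set by controls: 0 for no effect and ±100 for the full control effect; nearly all actives have a fitted effect of over 60% in size; hits raise eYFP signal because A3G escapes Vif-driven loss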
# Target sequence (Q9HC16 whole entry, looked up): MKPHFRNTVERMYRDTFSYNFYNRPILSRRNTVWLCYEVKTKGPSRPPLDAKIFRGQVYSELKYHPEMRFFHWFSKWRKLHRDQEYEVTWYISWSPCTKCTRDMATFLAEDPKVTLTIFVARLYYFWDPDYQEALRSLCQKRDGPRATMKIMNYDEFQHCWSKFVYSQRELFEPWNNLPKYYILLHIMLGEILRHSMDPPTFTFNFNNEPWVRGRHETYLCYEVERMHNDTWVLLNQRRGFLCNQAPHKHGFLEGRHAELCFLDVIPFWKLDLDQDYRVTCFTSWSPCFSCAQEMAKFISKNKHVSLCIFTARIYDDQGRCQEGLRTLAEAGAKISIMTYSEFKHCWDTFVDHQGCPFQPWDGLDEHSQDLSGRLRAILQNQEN
#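 Read-out is eYFP fluorescence (Ex 488/Em 500-530) from Vif-expressing HeLa A3G-eYFP cells; more signal means A3G escaped Vif-mediated degradation. Cells plated overnight, compound pinned in, incubated overnight at 37 deg C.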
# GRP78 ERSR act = qHTS for Inducers of the Endoplasmic Reticulum Stress Response (ERSR) in Human Glioma: qHTS. Potency, µM, for the others: at the top dose activation, most hits filed as activators. 420,000 tested, 0.02% active. U87-MG GRP78 promoter luciferase reporter, 16 h; note: potency is the fitted concentration of half-maximal effect; series mostly up to about 76 µM; % of control where 0% means no effect; nearly all actives have a fitted effect of over 35% in size
#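 Stably transfected U87-MG glioma cells carrying a GRP78-based luciferase sensor; 16 h compound incubation. Luminescence end-point read 10 min after Bright-Glo addition at room temperature.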
# D1 agonist = Allosteric Agonists of the Human D1 Dopamine Receptor: qHTS. activation, % at 2 µM. 360,000 tested, 1% active. HEK293 T-REx D1 cells, calcium flux, agonist mode. D(1A) dopamine receptor (Homo sapiens), P21728; in the data active = activation above about 30%; note: 0% is about no effect
#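 Inducible HEK293 T-REx D1 cells, force-coupled to calcium signalling, were plated at 4000 cells/well with tetracycline and held overnight at 30 C. After no-wash calcium dye loading, compound-evoked calcium rise over 180 s flagged agonists.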
# D1 antagonist = Antagonist of Human D 1 Dopamine Receptor: qHTS. D(1A) dopamine receptor (Homo sapiens), P21728. HEK293 TREx D1 cells, calcium flux, dopamine EC80; stronger effect = lower value. activity change, negative = inhibition, % at 10 µM. 360,000 tested, 3.2% active; in the data active = activity change below about -30%; note: % is set by controls: 0 for no effect and ±100 for the full control effect
#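 HEK293 T-REx cells expressing inducible, force-coupled D1 receptor; no-wash Ca dye, 30–90 min RT. Cmpd → 180 s read at 1 Hz → EC80 DA → 180 s read.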
# RXFP1 ag = qHTS Assay for Agonists of the Relaxin Receptor RXFP1 | HEK293T-RXFP1 cAMP TR-FRET, 30 min; response scale: percent of porcine relaxin response, buffer zero | Potency, µM (highest dose often 57.5 µM), inactives show top-dose activation, hits mostly activators | Relaxin receptor 1 (Homo sapiens), Q9HBX9 | 370,000 tested, 0.3% active; note: potency is the fitted concentration of half-maximal effect; % is set by controls: 0 for no effect and ±100 for the full control effect; nearly all actives have a fitted effect of over 60% in size; many of its hits are not listed in these tables
#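 HEK293T cells stably expressing RXFP1 were pretreated with the PDE4 inhibitor Ro 20174, exposed to compounds for 30 min at 37C, lysed, and cAMP was read by TR-FRET. Data normalized to buffer (basal) and 29 nM porcine relaxin (100%).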
# Active calls of the source: *; . = no result given; & = joins results of further samples; ! = repeats disagree. Unless noted, calls come from the whole dose curve; as a rule, active = well fitted curve in the direction sought with a large enough effect; inconclusive = small, poorly fitted or top-dose-only effect, or another doubt; inactive = no such curve, though single readings can be large; an effect the other way counts as inactive or inconclusive. The list is partial. The share of hits here may be higher or lower than overall.
Molecule	Vif-A3F inh	D2 PAM	D1 potentiator	RXFP1 antagonist	Vif-A3G inh	GRP78 ERSR act	D1 agonist	D1 antagonist	RXFP1 ag
COc1ccc(CCNC(=O)c2cc(S(=O)(=O)N3CCCCC3)ccc2Cl)cc1	-14%	3	3	3	0%	-1%	20	-17	-1.0%
COc1ccc(CCNS(=O)(=O)CCNC(=O)c2ccc(OC)cc2)cc1	1%	0	-8	6	2%	0%	0	0	1.3%
O=C(COc1ccc(F)cc1)Nc1ccc2nc(SCc3ccccc3)sc2c1	-9%	-2	0	.	-1%	1%	5	-4	-0.3%
CCOC(=O)CCCCC(=O)c1[nH]c(=O)[nH]c1CN1CCOCC1	0%	-5	2	14	1%	-4%	4	-2	2.6%
O=C(NC(=S)N1CCCC1)c1ccccc1F	2%	-2	3	6	-3%	-5%	2	2	-1.5%
OCCNc1nnc(-c2ccccc2)c(-c2ccccc2)n1	10%	.	.	-5	0%	-2%	.	.	.
CN(CCCN1CCOCC1)Cc1nc(-c2ccccc2)no1	10%	-4	1	0	2%	1%	1	-1	-2.8%
O=C(C1=C[C@@H](C2CCCCC2)C[C@@H](OCCCCO)O1)N1CCN(Cc2ccc3c(c2)OCO3)CC1	-1%	-4	-3	.	-1%	-5%	3	13	-0.4%
NC(=O)[C@@H]1CCCNc2c(I)cc([N+](=O)[O-])cc2C(=O)N[C@@H](CO)C(=O)N[C@@H](Cc2ccc(O)cc2)C(=O)N1	-4%	1	-5	.	-1%	-3%	-3	0	2.1%
COc1ccc(NC(=S)NC23CN4CN(CN(C4)C2)C3)cc1	1%	-3	-4	19	0%	-2%	5	-25	2.2%
COCCNC(=O)CSc1nc2cc3c(cc2c(=O)n1CCCC(=O)NCCc1ccc(OC)c(OC)c1)OCO3	-14%&-6%	-12	-3&0	5&-13	-3%&-4%	-2%&0%	3&0	-3&11	2.8%&1.6%
Cc1ccc(C(=O)Nc2nc(=O)n(C(=O)CC(C)C)s2)cc1	-11%	13	-1	-18	0%	0%	12	-22	-0.3%
CC1=Nc2ccc(C)c3nc(C)cc(c23)N1c1ccc(C)cc1	3%	.	.	4	4%	-7%	.	.	.
Cc1cccc(OCC(=O)Nc2cccc(O)c2)c1	-8%	6	2	8	2%	9%	1	-1	9.2%
CCOC(=O)c1sc2cc([N+](=O)[O-])cc(SCC(=O)OC)c2c1N	-15%	7	-1	2	-16%	-5%	28	.	-2.2%
O=C(COc1ccc(F)cc1)Nc1ccc2nc(SCC(=O)N3CCc4ccccc43)sc2c1	-7%	-16	-2	.	-5%	-2%	-2	-19	1.0%
CCOc1ccc(/C=N/NS(=O)(=O)c2ccc(C)cc2)cc1OC	4%	-3	1	1	2%	-4%	4	-3	-0.6%
COc1ccc(C(=O)n2nc(C)c(Br)c2C)cc1OC	7%	-10	-2	2	-2%	-2%	3	-1	4.4%
O=C(Nc1ccc(Oc2cccnc2)cc1)c1ccccc1F	-12%	-7	-10	-2	0%	7%	13	-42*	-0.2%
COc1ccc(C2C(C(=O)c3sc(C)nc3C)=C(O)C(=O)N2CCN2CCOCC2)cc1 (stereo not drawn)	-1%	8	7	-2	2%	0%	-1	-1	-0.9%
COCCN(C(=O)c1ccc(C)o1)c1c(N)n(CC(C)C)c(=O)[nH]c1=O	0%	7	-5	-1	0%	-2%	0	-6	-0.4%
CCCNC(=O)c1nn2c(C(F)(F)F)cc(-c3ccccc3)nc2c1Br	-1%	5	-7	-3	3%	-1%	0	-12	13%
CCOC(=O)C1CCN(C(c2ccc(OC)c(OC)c2)c2sc3nc(C)nn3c2O)CC1 (stereo not drawn)	-16%	-10	-1	-9	-1%	-2%	1	-10	-0.2%
CC(C)c1ccc(/C=C/c2ccc(=O)n(C)n2)cc1	-7%	0	-11	-16	-8%	-5%	0	-18	1.6%
Cc1cccc(OCCCC(=O)NC2CCCCC2)c1	4%	11	-8	-8	1%	-4%	-1	16	1.5%
COCCNC(=O)C(=O)Nc1cc2c3c(c1)CCC(=O)N3CCC2	-3%	6	-8	11	3%	-4%	3	-31*	3.4%
O=C(OC1CCOC1=O)c1ccc2ncsc2c1 (stereo not drawn)	0%	-12	-3	4	-1%	-1%	0	28	2.6%
CCOc1ccc(-c2nonc2NC(=O)c2ccco2)cc1	0%&1%	5&-7	5&1	-4&-20	0%&4%	-5%&-4%	2&2	-1&6	-0.9%&-2.8%
COC(=O)C1=C(c2ccccc2)c2ccccc2S(=O)(=O)N1CC(=O)Nc1ccc(OC)cc1OC	-4%	-3	-2	.	-1%	-3%	6	3	1.1%
O=c1[nH]c2cc([N+](=O)[O-])c([N+](=O)[O-])cc2[nH]c1=O	-1%	6	.	1	3%	-5%&-1%&-4%&-4%	4	-1	0.4%
Cc1sc2ncnc(Sc3ccccc3C(=O)Nc3ccc(C#N)cc3)c2c1C	3%	5	-4	23	-4%	1%	8	-22	19%
Cc1ccccc1-c1nc(CS(=O)(=O)CC(=O)NCCc2ccccc2)c(C)o1	-6%&4%	0&4	-4&-3	-18	0%&0%	-5%&-1%	31*!	-31*!	-2.8%&0.6%
CC(OC(=O)C1CCN(S(=O)(=O)c2ccc3c(c2)OCCO3)CC1)C(=O)NC1(C#N)CCCCC1 (stereo not drawn)	2%	.	.	6	-10%	-1%	.	.	.
COc1ccc(S(=O)(=O)N2CCC(C(=O)N3CCc4ccccc4C3)CC2)cc1Cl	-1%	-4	2	-18	-1%	-2%	3	2	0.2%
Cc1ccc(N(CC(=O)NCc2ccc3c(c2)OCO3)C(=O)c2csnn2)cc1	-14%	-5	-5	-12	-6%	4%	-1	-13	1.9%
COc1cccc(CNC(=O)CCCn2nc(C)n3c(cc4sccc43)c2=O)c1	2%&1%	3&0	-3&-5	3&7	0%&-7%	-1%&-3%	1&-1	5&10	18%&11%
N#Cc1nc(COc2ccc(F)cc2)oc1N1CCC(Cc2ccccc2)CC1	-19%	-7	2	10	3%	1%	48*	0	3.0%
Cc1ccccc1C(=O)N/N=C/c1ccc(Sc2ccccn2)o1	12%	3	-7	0	-9%	-2%	9	-4	2.1%
COc1cc([N+](=O)[O-])ccc1NC(=S)Nc1cccc(C(=O)O)c1	4%	-9	-3	-18	-1%	1%	3	24	-0.7%
CCC(C)[C@H](NC(=O)C1CCN(C(=O)[C@H](Cc2ccccc2)NS(=O)(=O)c2ccc(C)cc2)CC1)C(=O)O (stereo partly drawn)	13%	10	6	-2	6%	-3%	4	10	-2.7%
O=C(CN1C(=O)c2ccccc2C1=O)N(CCO)Cc1ccccc1	4%	-5	-5	7	-4%	-1%	2	15	-0.9%
CC(C)COc1ccc(-c2nnc(-c3ccco3)o2)cc1	3%	30*	-6	-11	1%	-5%	4	-11	0.6%
Cc1nc([N+](=O)[O-])cn1CC(=O)c1ccc(Cl)cc1	-17%	-10	-3	-4	0%	-1%	0	12	0.9%
CCOc1ccc(C(=S)N2CCCC2)cc1OC	-2%	.	2	-8	0%	-7%	3	-29	2.3%
Cc1c(C(=O)NCCC2=CCCCC2)sc2ncnc(N3CCCCC3C)c12 (stereo not drawn)	-3%	24	-2	-7	-1%	-3%	6	-2	18%
COC(=O)c1scc(C)c1N/N=C(\C)c1cc(F)c(Cl)cc1F	2%	2	-1	-12	1%	-1%	0	13	-1.3%

# Looked up by structure from the entries so far:
Molecule	Vif-A3F inh	D2 PAM	D1 potentiator	RXFP1 antagonist	Vif-A3G inh	GRP78 ERSR act	D1 agonist	D1 antagonist	RXFP1 ag
COc1cccc(CNC(=O)CCCn2nc(C)n3c(cc4sccc43)c2=O)c1	2%&1%	3&0	-3&-5	3&7	0%&-7%	-1%&-3%	1&-1	5&10	18%&11%
Cc1sc2ncnc(Sc3ccccc3C(=O)Nc3ccc(C#N)cc3)c2c1C	3%	5	-4	23	-4%	1%	8	-22	19%
CC(OC(=O)C1CCN(S(=O)(=O)c2ccc3c(c2)OCCO3)CC1)C(=O)NC1(C#N)CCCCC1 (stereo not drawn)	2%	.	.	6	-10%	-1%	.	.	.
Cc1ccccc1-c1nc(CS(=O)(=O)CC(=O)NCCc2ccccc2)c(C)o1	-6%&4%	0&4	-4&-3	-18	0%&0%	-5%&-1%	31*!	-31*!	-2.8%&0.6%
CCC(C)[C@H](NC(=O)C1CCN(C(=O)[C@H](Cc2ccccc2)NS(=O)(=O)c2ccc(C)cc2)CC1)C(=O)O (stereo partly drawn)	13%	10	6	-2	6%	-3%	4	10	-2.7%
Cc1nc([N+](=O)[O-])cn1CC(=O)c1ccc(Cl)cc1	-17%	-10	-3	-4	0%	-1%	0	12	0.9%

# 3 structures from above, ordered by molecular weight, lowest first:
Molecule	Vif-A3F inh	D2 PAM	D1 potentiator	RXFP1 antagonist	Vif-A3G inh	GRP78 ERSR act	D1 agonist	D1 antagonist	RXFP1 ag
O=C(CN1C(=O)c2ccccc2C1=O)N(CCO)Cc1ccccc1	4%	-5	-5	7	-4%	-1%	2	15	-0.9%
Cc1ccccc1-c1nc(CS(=O)(=O)CC(=O)NCCc2ccccc2)c(C)o1	-6%&4%	0&4	-4&-3	-18	0%&0%	-5%&-1%	31*!	-31*!	-2.8%&0.6%
CC(OC(=O)C1CCN(S(=O)(=O)c2ccc3c(c2)OCCO3)CC1)C(=O)NC1(C#N)CCCCC1 (stereo not drawn)	2%	.	.	6	-10%	-1%	.	.	.
